High-throughput results (PubChem BioAssay)
FUS yeast rescue = qHTS for Suppressors of FUS Proteinopathy: Primary screen using FUS-linked yeast assay; S. cerevisiae FUS-expressing, growth rescue, OD600, 24 h; Potency, µM (doses to about 76.6 µM), without a hit: at the highest dose growth rescue (activation), hits mostly activators; 390,000 tested, 0.24% active; AID 1347120, 2019;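 also: potency is read from the fitted curve at half-maximal effect; plate controls were DMSO vehicle for no effect and reference control for full effect; nearly all actives have a fitted effect of over 55% in size; some results filed as inactive show a strong effect at the top dose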
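FUS-expressing yeast, raffinose-pregrown, induced in 2% galactose minimal medium at OD 0.005; compounds in a dilution series, 24hr at 30C. Growth restoration read as absorbance at 600 nm. CP55940 positive control, DMSO negative.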
D3 ag = qHTS of D3 Dopamine Receptor Agonist: qHTS; D3R DiscoveRx beta-arrestin cells, luminescence, 90 min; max activation, %; 410,000 tested, 0.58% active; AID 652048, 2013; in the data active = max activation above about 30%; also: 0% is about no effect; mostly tested at two doses, the higher about 12 µM
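Cells at 1500/well, incubated overnight, then treated with pinned compounds (dopamine as control) for 90 min at 37 degrees C. DiscoveRx reagent added for 30 - 60 minutes at room temperature; luminescence read.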
EPAC2 antagonist = qHTS for Antagonist of cAMP-regulated guanine nucleotide exchange factor 2 (EPAC2): primary screen; Rap guanine nucleotide exchange factor 4 (Homo sapiens), Q8WZA2; EPAC2 GEF exchange of Rap1B-BODIPY-GDP, fluorescence; Potency, µM (titrated, usually from 114 µM), for the others: at the highest dose activity, negative = inhibition, actives largely listed as inhibitors; 360,000 tested, 0.18% active; AID 720708, 2013; also: potency is read from the fitted curve at half-maximal effect; % is scaled to controls: 0 for no effect and ±100 for the full control effect; nearly all actives have a fitted effect of over 45% in size; many of its hits are not listed in these tables
Target sequence (Q8WZA2 whole entry, looked up): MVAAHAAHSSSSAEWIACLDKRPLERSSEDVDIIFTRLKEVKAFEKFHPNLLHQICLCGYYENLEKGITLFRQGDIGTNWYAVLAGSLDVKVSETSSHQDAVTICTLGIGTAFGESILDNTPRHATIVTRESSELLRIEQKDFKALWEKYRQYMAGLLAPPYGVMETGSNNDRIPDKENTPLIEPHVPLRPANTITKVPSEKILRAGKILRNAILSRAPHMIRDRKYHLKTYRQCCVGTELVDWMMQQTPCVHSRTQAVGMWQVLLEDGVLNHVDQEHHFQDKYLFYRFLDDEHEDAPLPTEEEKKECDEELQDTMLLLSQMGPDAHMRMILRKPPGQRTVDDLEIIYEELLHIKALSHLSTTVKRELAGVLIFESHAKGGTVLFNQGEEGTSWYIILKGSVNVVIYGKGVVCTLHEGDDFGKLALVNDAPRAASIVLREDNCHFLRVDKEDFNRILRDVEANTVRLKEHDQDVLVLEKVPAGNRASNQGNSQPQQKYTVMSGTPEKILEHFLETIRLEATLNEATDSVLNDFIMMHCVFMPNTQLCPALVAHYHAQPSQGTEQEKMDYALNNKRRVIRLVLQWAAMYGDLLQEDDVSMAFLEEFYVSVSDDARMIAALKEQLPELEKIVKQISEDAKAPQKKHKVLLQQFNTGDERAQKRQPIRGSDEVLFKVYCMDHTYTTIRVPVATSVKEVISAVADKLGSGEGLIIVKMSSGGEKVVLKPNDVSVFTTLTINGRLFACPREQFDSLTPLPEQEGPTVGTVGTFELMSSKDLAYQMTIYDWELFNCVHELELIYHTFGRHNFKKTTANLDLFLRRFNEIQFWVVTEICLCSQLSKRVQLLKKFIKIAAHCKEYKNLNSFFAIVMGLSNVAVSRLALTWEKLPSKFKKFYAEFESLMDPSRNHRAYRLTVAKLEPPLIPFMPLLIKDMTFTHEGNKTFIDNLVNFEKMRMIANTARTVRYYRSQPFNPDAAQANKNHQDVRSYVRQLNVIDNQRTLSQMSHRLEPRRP
Abeta yeast res = qHTS for compounds that reverse cellular toxicity of Amyloid beta (A-beta) peptide in yeast: Primary Screen. 410,000 tested, 0.063% active. yeast expressing A-beta42, growth rescue, OD600, 48 h; response scale: 0% DMSO, 100% iron-clioquinol control. Potency, µM (titrated, usually from 46.1 µM), for the others: top-dose growth rescue, actives largely listed as activators; also: potency is read from the fitted curve at half-maximal effect; nearly all actives have a fitted effect of over 55% in size
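Growth rescue measured by 600 nm absorbance after 48 h yeast culture at 30 C with compound. Values normalized between DMSO and an equimolar ferric chloride plus clioquinol control.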
TDP-43 yeast inh = qHTS of TDP-43 Inhibitors | AID 652104, 2013 | Potency, µM (titrated, usually from 46.1 µM), for inactives: at the highest dose growth rescue (activation), most hits filed as activators | TDP-43 expressing yeast growth rescue, BacTiter-Glo, 24 h | 410,000 tested, 1.8% active; also: potency is read from the fitted curve at half-maximal effect; % of control where 0% means no effect; nearly all actives have a fitted effect of over 50% in size
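Readout is BacTiter-Glo luminescence of cell growth, so inhibitors register as activators. TDP-43-expressing yeast at OD600=0.02 in galactose medium, after raffinose pregrowth to mid-log, were incubated with compound for 24 hr at 30 deg C.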
aSyn rescue = qHTS of alpha-syn Inhibitors. Yeast expressing alpha-synuclein, growth rescue, BacTiter-Glo, 24 h. 370,000 tested, 0.14% active. Potency, µM (top dose mostly 46.1 µM), inactives show at the top dose growth rescue (activation), hits mostly activators; also: potency is read from the fitted curve at half-maximal effect; % of control where 0% means no effect; nearly all actives have a fitted effect of over 65% in size
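Rescue of yeast growth: cells expressing toxic alpha-synuclein, induced in galactose at OD600 0.02, incubated with compound 24 h at 30 C. ATP luminescence quantified growth; inhibitors of toxicity appear as activators.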
EPAC2 ag = qHTS for Agonist of cAMP-regulated guanine nucleotide exchange factor 4 (EPAC2): primary screen; 360,000 tested, 0.079% active; EPAC2 activation, biochemical qHTS; response scale: 100% = 6.5 mM cAMP response; Potency, µM (top dose mostly 154 µM), without a hit: top-dose activation, most hits filed as activators; Rap guanine nucleotide exchange factor 4 (Homo sapiens), Q8WZA2; also: potency is read from the fitted curve at half-maximal effect; nearly all actives have a fitted effect of over 50% in size
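Each well held 100 nM EPAC2, 250 nM RAP1B-BODIPY-GDP and 50 uM GDP. Fluorescence, read at 5-min intervals to 30 min, was referenced to a 6.5 mM cAMP positive control.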
DRD3 antagonist = qHTS of D3 Dopamine Receptor Antagonist: qHTS | D(3) dopamine receptor (Homo sapiens), P35462 | D3R cells, DiscoveRx beta-arrestin luminescence, antagonist mode; active compounds read low | max response, negative = inhibition, % | 360,000 tested, 2.5% active; in the data active = max response below about -50%; inconclusive = no clear call, values can overlap the other calls; also: % is scaled to controls: 0 for no effect and ±100 for the full control effect; mostly tested at two doses, the higher about 12 µM
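Cells plated overnight at 1500 cells/well, then exposed to library compounds with dopamine controls for 90 minutes at 37 degrees C. DiscoveRx reagent added for 30–60 minutes at room temperature; luminescence read, quantitative HTS format.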
* marks the source's active call; other numbers are inactive results; u = inconclusive; x = no result given; [ ] = dose if it differs, or a comment. Unless noted, calls follow the shape of the dose curve; as a rule, active = well fitted curve in the direction sought with a large enough effect; inconclusive = small, poorly fitted or top-dose-only effect, or another doubt; inactive = no such curve, though single readings can be large; an effect the other way counts as inactive or inconclusive.

SMILES | FUS yeast rescue | D3 ag | EPAC2 antagonist | Abeta yeast res | TDP-43 yeast inh | aSyn rescue | EPAC2 ag | DRD3 antagonist
Cc1ccc(/C(O)=C/c2nc3cc(C)ccc3oc2=O)cc1 | 1% | -1 | 11% | 2% | -9% | 1% | -6% | 5
CCOC(=O)[C@]12CCCC=C1N(Cc1ccc3c(c1)OCO3)C(=O)[C@H](CC(=O)N1CCOCC1)C2 | 24% | 4 | 7% | -19% | -18% | -1% | 5% | 0
COc1ccccc1C(CNC(=O)CSc1ccc2ccccc2c1)N(C)C (stereo not given) | 8% | -3 | 1% | -1% | -18% | -1% | -2% | 9
Cc1cccc(NC(=O)CSCC(=O)N=c2sccn2C)c1 | -8% | 0 | -2% | 7% | -1% | -12% | 10% | 4
O=C1[C@H](Oc2ccccc2)[C@@H](c2ccncc2)N1c1ccncc1 | -13% | 13 | 4% | -10% | 7% | -8% | 13% | 9
Cc1ccccc1OCc1nnc(SC(C)C(=O)O)n1-c1ccccc1 (stereo not given) | -3% | -1 | 9% | 1% | 7% | 5% | 6% | 3
Nc1ccc(SCCN2C(=O)c3ccccc3C2=O)cc1 | 5% | 9 | 2% | 1% | u | 8% | 1% | 7
C[C@H](CO)N1C[C@H](C)[C@@H](CN(C)C(=O)Nc2ccc3c(c2)OCO3)Oc2c(NC(=O)C3CCCCC3)cccc2C1=O | 18% | 15 | -11% | 1% | 2% | 5% | -3% | 2
N#CCc1c(C#N)c(N)nc(N2CCN(c3ccc(F)cc3)CC2)c1C#N | u | 19 | -2% | 14% | -1% | 0% | 14% | -11
CS(=O)(=O)N(CC(=O)NCCc1ccccc1)C1CCCCC1 | 5% | -27 | 2% | 26% | -14% | 6% | 3% | u
COc1ccc(NS(=O)(=O)c2ccc3c(c2)N(C(C)=O)CC(C)S3)c(OC)c1 (stereo not given) | 31% | 4 | 9% | 3% | -4% | 1% | 8% | -20
Cc1ccc(CNC(=O)C2CC(c3ccccc3C(F)(F)F)=NO2)o1 (stereo not given) | 14% | 1 | -4% | -14% | -17% | 0% | 10% | -23
CC1CCCC(C)N1C(=O)c1cc2ncc(CCCl)cn2n1 (stereo not given) | x | 1 | 1% | 1% | -1% | 7% | -10% | 16
CC(C)NS(=O)(=O)c1ccc(CCC(=O)N2CCc3ccccc3C2)cc1 | 22% | 12 | 7% | 7% | -17% | 10% | -4% | -4
COc1ccccc1OCCNC(=O)/C=C/c1ccc([N+](=O)[O-])cc1 | x | -10 | 6% | -18% | 25% | 1% | 0% | -4
COc1cc(C(=O)Oc2c(OC)cc(C(=S)N3CCOCC3)cc2OC)cc(OC)c1OC | u | 7 | 1% | 6% | -2% | -2% | 18% | 6
CCCOc1ccc(-c2nc(N3CCC(C)CC3)c3ccccc3n2)cc1 | -20% | 2 | x | -10% | u | x | x | x
CC1CCc2nn(CC(=O)Nc3ccccc3Cl)cc2C1 (stereo not given) | -13% | -13 | x | 22% | u | x | x | x
c1nc(CCO[C@H]2CCCCO2)cc2cc3c(cc12)OCO3 | -16% | 8 | 20% | -9% | 33% | 2% | 16% | 19
CCOC(=O)c1c(-c2ccc(C)cc2)csc1NC(=O)/C(C#N)=C/c1ccc(O)c(OC)c1 | 25% | 1 | -9% | -10% | 1% | -8% | -12% | -4
O=C(COC(=O)c1c[nH]c(=O)[nH]c1=O)Nc1cccc([N+](=O)[O-])c1 | -20% | 0 | -11% | -23% | 14% | -4% | 4% | 11
CCN(CC(=O)Nc1ccc(NC(C)=O)cc1)C(=O)c1ccc(=O)[nH]c1 | -15% | 6 | -7% | 4% | -1% | -8% | 11% | -9
O=C(NNC(=S)Nc1ccc(F)cc1)C1[C@H]2CCCC[C@@H]12 (stereo not given in full) | 3% | -4 | 1% | 15% | 13% | 4% | 4% | -7
Cc1nc2cc(NCc3ccc(Cl)cc3)ccc2n1C | 3% | -2 | 8% | -1% | 8% | 3% | -4% | 8
CC1CN(C(=O)C(C)N2C(=O)c3ccccc3C2=O)CC(C)O1 (stereo not given) | 26% | -18 | 4% | 20% | -23% | 4% | -2% | 16
(listing goes on)
SMILES | FUS yeast rescue | D3 ag | EPAC2 antagonist | Abeta yeast res | TDP-43 yeast inh | aSyn rescue | EPAC2 ag | DRD3 antagonist
COc1ccc(N2CCN(C(=O)CNC(=O)c3nn(-c4ccc(OC)cc4)c(=O)c4ccccc34)CC2)cc1 | 50% | -4 | -6% | -5% | 17% | -6% | 15% | 13
Cc1cccc(C(=O)NNS(=O)(=O)c2ccccc2)c1O | -1% | 4 | 1% | -5% | -5% | 2% | 3% | 2
COc1ccc(-n2nc(C(=O)NCc3ccc(F)cc3)c3c4ccccc4n(C)c3c2=O)cc1 | -19% | 9 | x | 4% | 0% | x | x | x
COC(=O)c1nc(N)sc1C(C)C | -5% | 1 | 6% | 1% | u | 1% | -1% | 14
C#CCOCCOCCOCCNc1nc(N2CCN(C(=O)[C@H](CCCCN)n3cc(CN)nn3)CC2)nc(N2CCN(C(=O)[C@H](CCCCN)n3cc([C@@H](N)[C@H](C)CC)nn3)CC2)n1 | -26% | 0 | 22% | -14% | 18% | 1% | 1% | -11
Cc1nc(C)n(C(C)CNS(=O)(=O)c2ccc(C)c(C)c2)n1 (stereo not given) | 15% | 1 | -3% | 3% | -14% | -4% | 4% | 1
O=C1CCCC[C@@H](CO)[C@H](O)C[C@H](c2ccccc2)O1 | -26% | -7 | 4% | -9% | -1% | -1% | 3% | 0
O=C(Nc1nnc(SCc2c(Cl)cccc2Cl)s1)C1CC(=O)N(c2ccc3c(c2)OCCO3)C1 (stereo not given) | -9% | 1 | 12% | -15% | 3% | 6% | -8% | -1
O=C(CN(Cc1ccccc1)C(=O)CCl)c1cccc(Br)c1 | 11% | -6 | -21% | -22% | u | 17% | 7% | -18
Cc1ccc(NCc2nnc(SCC(=O)c3ccccc3)o2)c(C)c1 | 24% | 1 | -1% | 26% | 17% | 14% | 8% | -20
COCCN1C(=O)c2[nH]nc(-c3ccccc3O)c2C1c1ccc(Cl)c(Cl)c1 (stereo not given) | 26% | -1 | x | 6% | 22% | x | x | x
Cc1c(CN2CCC(C(=O)Nc3ccc(Oc4ccccc4)nc3)CC2)cnn1C | 28% | -10 | -3% | 5% | 16% | 1% | 5% | 5
Cc1cscc(C)c1=S | -28% | 1 | -1% | 1% | 19% | -4% | -4% | 35
O=C(CN1CCOCC1)Nc1ccc(Cl)c(Cl)c1 | -10% | 1 | -5% | -12% | 4% | 1% | 3% | 6
COc1ccc(CN2CCN(S(=O)(=O)c3ccc(NC(C)=O)cc3)CC2)cc1OC | -4% | -4 | -4% | 0% | -11% | 5% | 1% | -17
CC(=O)c1ccc(NC(=S)Nc2ccc(Br)c(Cl)c2)cc1 | -33% | 2 | -1% | -6% | 19% | -27% | 7% | 1
Cc1cccc(C)c1NC(=O)CSc1nnc(C)n1CC1CCCO1 (stereo not given) | 19% | -25 | -1% | -3% | -4% | 1% | 10% | -21
CCCCc1ccc(NS(=O)(=O)c2ccc(N3CCCCS3(=O)=O)cc2)cc1 | 32% | -4 | x | 21% | 0%[9.22 µM] | x | x | x
COc1ccc(-n2c(C)nc3cc(C(=O)O)ccc32)cc1 | -11% | -2 | 0% | 8% | -5% | 2% | 3% | 7
CC(/C=N/NC(=O)CSc1ccccn1)=C\c1ccc(C(C)C)cc1 | x | 4 | -14% | 1% | 20µM* | 8% | 10% | 0
COc1ccc(N2CCN(S(=O)(=O)c3cc4c(cc3C)N(C(C)=O)CCO4)CC2)cc1 | u | -5 | 5% | -4% | 11% | -2% | 2% | 0
CCc1cccc(NC(=O)c2cccc(S(=O)(=O)N3CCN(C)CC3)c2)c1 | -4% | -6 | -9% | 2% | -14% | -5% | 12% | -26

Three structures already listed, sorted by heavy-atom count, high to low:
SMILES | FUS yeast rescue | D3 ag | EPAC2 antagonist | Abeta yeast res | TDP-43 yeast inh | aSyn rescue | EPAC2 ag | DRD3 antagonist
Cc1ccc(CNC(=O)C2CC(c3ccccc3C(F)(F)F)=NO2)o1 (stereo not given) | 14% | 1 | -4% | -14% | -17% | 0% | 10% | -23
O=C(CN(Cc1ccccc1)C(=O)CCl)c1cccc(Br)c1 | 11% | -6 | -21% | -22% | u | 17% | 7% | -18
Cc1cccc(C(=O)NNS(=O)(=O)c2ccccc2)c1O | -1% | 4 | 1% | -5% | -5% | 2% | 3% | 2

An excerpt of these results, with tabs.
compound	FUS yeast rescue	D3 ag	EPAC2 antagonist	Abeta yeast res	TDP-43 yeast inh	aSyn rescue	EPAC2 ag	DRD3 antagonist
COc1ccc(-n2c(C)nc3cc(C(=O)O)ccc32)cc1	-11%	-2	0%	8%	-5%	2%	3%	7
Cc1cccc(C)c1NC(=O)CSc1nnc(C)n1CC1CCCO1 (stereo not given)	19%	-25	-1%	-3%	-4%	1%	10%	-21

Single records (already shown):
`COCCN1C(=O)c2[nH]nc(-c3ccccc3O)c2C1c1ccc(Cl)c(Cl)c1` (stereo not given) in the list: FUS yeast rescue: 26%; D3 ag: -1; EPAC2 antagonist: x; Abeta yeast res: 6%; TDP-43 yeast inh: 22%; aSyn rescue: x; EPAC2 ag: x; DRD3 antagonist: x
`O=C(CN(Cc1ccccc1)C(=O)CCl)c1cccc(Br)c1` in the list: FUS yeast rescue: 11%; D3 ag: -6; EPAC2 antagonist: -21%; Abeta yeast res: -22%; TDP-43 yeast inh: u; aSyn rescue: 17%; EPAC2 ag: 7%; DRD3 antagonist: -18
`Cc1cccc(C)c1NC(=O)CSc1nnc(C)n1CC1CCCO1` (stereo not given) in the list: FUS yeast rescue: 19%; D3 ag: -25; EPAC2 antagonist: -1%; Abeta yeast res: -3%; TDP-43 yeast inh: -4%; aSyn rescue: 1%; EPAC2 ag: 10%; DRD3 antagonist: -21

A portion of the library, so the mix of outcomes need not match the whole.
